High-throughput results from PubChem.
MITF primary: inhibitors of human MITF | AlphaScreen MITF homodimerization, bead proximity signal | inhibition, % at 2.6 µM | AID 1259374 | O75030 | actives 0.91% (n = 650,000); in the data active = inhibition above about 50%;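 note: 0% = vehicle wells with protein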
GPR151 ag: human GPR151 activation | actives 1% (n = 650,000) | activation, % at 11.2 µM | PathHunter beta-arrestin GPR151 cells, luminescence | Q8TDV0; in the data active = activation above about 4.9%;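 note: 0% = median of compound wells and 100% = cells with positive control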
FBW7 activator: activators of human E3 ligase FBW7; normalized activity (activation), % at 26.1 µM; actives 0.13% (n = 650,000); AlphaScreen FBW7–phospho-cyclin E peptide binding, activator screen; in the data active = normalized activity above about 1.9%;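 note: purified mutant Fbw7 with reduced substrate affinity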
Target sequence (Q969H0 whole entry, looked up): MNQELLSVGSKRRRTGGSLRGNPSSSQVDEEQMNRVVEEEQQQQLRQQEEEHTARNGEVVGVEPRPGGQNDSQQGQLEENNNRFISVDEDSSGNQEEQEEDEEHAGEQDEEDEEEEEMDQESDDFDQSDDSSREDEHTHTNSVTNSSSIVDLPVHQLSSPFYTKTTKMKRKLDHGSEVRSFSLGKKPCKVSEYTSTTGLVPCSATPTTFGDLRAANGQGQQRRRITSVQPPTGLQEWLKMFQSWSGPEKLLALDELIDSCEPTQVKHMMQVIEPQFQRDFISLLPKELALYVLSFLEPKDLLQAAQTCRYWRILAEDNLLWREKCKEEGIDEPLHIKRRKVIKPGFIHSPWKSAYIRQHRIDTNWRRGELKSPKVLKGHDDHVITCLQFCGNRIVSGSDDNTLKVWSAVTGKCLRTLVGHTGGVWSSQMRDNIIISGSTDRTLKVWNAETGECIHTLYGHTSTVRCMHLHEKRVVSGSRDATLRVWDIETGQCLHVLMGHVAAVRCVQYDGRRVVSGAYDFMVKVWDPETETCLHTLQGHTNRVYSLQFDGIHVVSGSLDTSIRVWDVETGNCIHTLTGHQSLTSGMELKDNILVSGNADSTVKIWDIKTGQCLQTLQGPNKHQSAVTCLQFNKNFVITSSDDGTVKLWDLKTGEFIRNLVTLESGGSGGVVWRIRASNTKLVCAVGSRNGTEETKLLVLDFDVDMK
TEAD-YAP inh: TEAD-YAP interaction inhibition. HEK-TIYL cells, TEAD-Gal4/YAP UAS-luciferase luminescence. inhibition, % at 9.12 µM. actives 1.4% (n = 640,000). AID 1259422; in the data active = inhibition above about 32%;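 note: 0% = median of test compound wells and 100% = reference inhibitor wells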
The depositor's hits bear a star.

Order of values – TEAD-YAP inh, FBW7 activator, GPR151 ag, MITF primary
CN1CCN(c2ccc(-c3nc(C(=O)NCc4cccnc4)cs3)cc2)CC1
 : 1, 0.4, 3.1, 6
CC1(C)C(=O)NCCN1C(=O)c1cc(COc2ccc(F)cc2Cl)on1
 : -2, -0.1, -0.6, -10
COC(CNC(=O)c1ccc2nc(-c3ccccc3)c(-c3ccccc3)nc2c1)OC
 : 9, 0.0, 1.1, 4
NC(=O)NC(CC(=O)NCc1ccccc1)c1ccc(Cl)cc1 (stereo not given)
 : 10, 0.0, -0.5, -6
O=C(Nc1cccc(-c2nc3ccccc3o2)c1)c1cccs1
 : -1, -0.2, -0.5, -10
O=C1CSC(c2ccccn2)N1c1ccc(Cl)cn1 (stereo not given)
 : -2, 0.3, -1.4, -5
COc1ccc(N/C=C(\C#N)c2nc(-c3cc4cc([N+](=O)[O-])ccc4oc3=O)cs2)c(OC)c1
 : -4, 0.1, -0.3, 16
COc1ccccc1-n1nnnc1SCC(=O)Nc1cc(C)on1
 : -1, -0.2, 1.4, -9
CC(=O)O[C@H]1C[C@@H]2CC[C@@H]3[C@H](CCC4(C)[C@H]3C[C@H]([N+]3(C)CCCCC3)[C@@H]4OC(C)=O)C2(C)C[C@@H]1N1CCCCC1 (stereo not given in full)
 : 8, 0.6, -1.8, 10
O=C1Sc2ccccc2N/C1=C/c1ccccc1
 : -35, 0.0, -0.6, 14
COc1cc(/C=C(/C#N)C(=O)Nc2cccc(C)c2)ccc1O
 : -14, 0.0, 0.2, 5
c1cn(-c2ccc(Nc3nc4ncnc(Nc5ccc(N6CCOCC6)cc5)c4[nH]3)cc2)cn1
 : 31, -0.3, -3.5, -5
Cn1c(Nc2ccc(-n3cc(CC(=O)NCc4nc5ccccc5[nH]4)c4ccccc43)nn2)nc2ccccc21
 : -16, 0.0, 1.0, 10
NC(=O)c1ccccc1OCC(=O)N1CCc2ccccc2C1
 : 5, -0.1, 0.2, 10
COc1cccc(CCNC(=O)C2CC23CCN(Cc2cccnc2)CC3)c1 (stereo not given)
 : 2, 0.2, -1.5, 5
O=C(Nc1c2c(nn1-c1cccc(Cl)c1)CS(=O)C2)c1ccc(S(=O)(=O)N2CCOCC2)cc1 (stereo not given)
 : 10, 0.1, -1.5, 2
COC(=O)CC(=O)NC(C)c1c(-n2cccc2)sc2c1CCCC2 (stereo not given)
 : 5, -0.1, -0.5, 4
CCc1ccc(C2NC(=O)NC(C)=C2C(=O)OCCOc2ccccc2)cc1 (stereo not given)
 : 0, -0.2, -0.3, 12
O=C(Oc1ccc(N2C(=O)C3CCCCC3C2=O)cc1)c1cccc([N+](=O)[O-])c1 (stereo not given)
 : -1, -0.2, 0.6, 4
O=C(OCC(=O)N1CCCCC1)c1ccc(Br)o1
 : 18, 0.3, 0.6, 10
COC(=O)c1cc2c(cc1NC(=O)c1noc3c1COc1ccccc1-3)OCO2
 : -2, -0.2, -2.3, -1
CCCN(CCC)S(=O)(=O)c1cccc(-c2cn3cccc(C)c3n2)c1
 : -1, 0.1, 0.2, -1
Cc1nn(-c2ccccc2)c(Cl)c1C(=O)Nc1cccc(Cl)c1C
 : -15, 0.0, 1.0, 3
Cc1ccc(CN2CCNC(=O)C2CC(=O)N(C)C2CCCCC2)cc1 (stereo not given)
 : -1, 0.0, -1.4, 8
Cc1ccc(N2CCN(CCNC(=O)NCc3ccccc3)CC2)cc1
 : 3, -0.1, -0.9, -12
COc1ccc(-c2nc3ccccc3c(=O)n2NC(=O)Cc2cccs2)cc1OC
 : 3, -0.1, 2.0, -4
Cc1cccc(NC(=O)CCS(=O)(=O)c2ccc3c(c2)SCC(=O)N3)c1C
 : 0, 0.2, -0.5, 12
COc1ccccc1C(c1nnnn1C(C)(C)C)N1CCOCC1 (stereo not given)
 : 5, 0.1, 1.8, -3
O=C(Cc1c(C(=O)O)[nH]c2ccccc12)Nc1nc2ccccc2s1
 : 1, 0.7, -0.9, 6
CCOC(=O)C1=C(c2ccccc2)N=c2s/c(=C/c3ccc(-c4ccccc4C#N)o3)c(=O)n2C1c1cccs1 (stereo not given)
 : 10, -0.1, 0.1, -8
O=C(O)CSc1nnc(Cc2ccc3c(c2)OCO3)n1C1CCCCC1
 : -1, 0.0, -0.3, -12
C=CCn1c(SCCC(=O)O)nnc1-c1cccnc1
 : -4, -0.1, 1.3, 0
O=C(CSc1ccc2nnc(-c3ccncc3)n2n1)Nc1nccs1
 : 7, -0.5, -0.3, 6
O=C(CCCc1ccccc1)Nc1cccc(N2CCC(NCC3COCCO3)CC2)c1 (stereo not given)
 : 6, -0.1, 0.5, -2
Cc1cc(C)c(NS(=O)(=O)c2ccc(NC(=O)C(F)(F)F)cc2)c(C)c1
 : 2, -0.1, 0.0, -5
O=C(Nc1c2c(nn1-c1ccc(F)cc1)CSC2)c1cccc(F)c1
 : -8, -0.1, -1.0, -2
Cc1nnsc1C(=O)Nc1cccc2ccccc12
 : -9, -0.1, 1.4, 6
O=C(NCC1CCCN(Cc2cccc(-c3ccco3)c2)C1)c1cccnc1 (stereo not given)
 : 0, 0.0, 3.3, -7
Cc1cc(C)n(-c2cccc(CN3CCCC(N4CCOCC4)C3)c2)n1 (stereo not given)
 : 2, 0.3, -0.7, 16
O=C(N/N=C/c1c[nH]c2ccccc12)c1cc(O)cc(O)c1
 : 12, -0.1, 3.1, -11
Cc1ccc(S(=O)(=O)NC(CC(C)C)C(=O)NCc2ccco2)cc1 (stereo not given)
 : -1, -0.5, 1.6, 13
O=c1cc(-c2cc(Cl)cc3c2OCOC3)oc2ccc(Cl)cc12
 : -2, 0.0, -0.6, 0
CCn1nnc2c(SCc3c(F)cccc3Cl)ncnc21
 : -11, 0.1, -0.7, -1
Cc1nc2nc[nH]n2c(=O)c1Cc1ccccc1
 : 1, 0.1, 0.9, -3
O=C(Cn1[nH]c(=O)c2ccccc2c1=O)NCc1ccncc1
 : 4, 0.0, -0.3, 5
COc1ccccc1/C=C/CN1CCNC(=O)C1CC(=O)NCc1nc(C)c(C)s1 (stereo not given)
 : 1, 0.2, 0.8, -12
CC(=O)Oc1ccc(N2C(=O)C3C4C=CC(CO)(O4)C3C2=O)cc1 (stereo not given)
 : -3, 0.2, 0.8, 12
CCOc1ccc(NC(=O)CN(C)C(=O)c2cc(F)c(F)c(F)c2F)cc1OCC
 : 13, 0.0, -0.6, 3
CCOC(=O)c1ccc(NC(=O)CSc2nnc(CNC(=O)c3ccc(S(=O)(=O)N(C)C)cc3)n2-c2ccc(F)cc2)cc1
 : -8, 0.1, 0.5, 5
Cc1nc(C)c(C(=O)Nc2cccc([N+](=O)[O-])c2)s1
 : -14, 0.1, 0.1, 6
C=CCSc1nc(N)c(C(=O)OCC)cc1C#N
 : -46, -0.1, -2.2, -9
O=C(Nc1cccc(Cl)c1Cl)N[C@H]1C[C@H]2C(=O)N3CCC[C@@H]3C(=O)N2C1
 : 3, 1.0, -0.5, 15
CCOC(=O)c1cc(NC(=O)CSCCO)ccc1Cl
 : 14, 0.2, 1.4, -30
Cc1ccnc(NS(=O)(=O)c2ccc(NC(=O)CCSc3ccccc3)cc2)n1
 : 9, 0.2, -1.2, 16
CCCCN=C1CC(C)(C)CC(=O)/C1=C(/O)CCC
 : 8, 1.5, -0.5, 14
Cc1cccn2c(=O)c(/C=C3\SC(=S)N(C)C3=O)c(NCCc3ccccc3)nc12
 : 8, -0.1, 0.7, 12
CN(C)CCCNC(=O)/C=C/c1ccc(Br)cc1
 : -2, -0.1, -1.6, -5
O=C(CSc1nc2ccccc2c(=O)n1CCN1CCOCC1)Nc1ccccc1Cl
 : -10, 0.3, 0.5, 9
CC(=O)c1c(C)oc2ccc(NS(=O)(=O)c3ccc(C)cc3C)cc12
 : 8, -0.1, 2.1, 6
N=C1C(c2ccccc2)=C(O)CN1c1cccc(S(=O)(=O)NCc2ccco2)c1
 : -14, -0.2, -2.7, 0

Other structures:
Order of values – TEAD-YAP inh, FBW7 activator, GPR151 ag, MITF primary
CCNC(=O)NC(=O)COC(=O)CNC(=O)COc1ccccc1
 : 3, 0.2, -0.3, -1
CC(C)COc1ccc(C(=O)Nc2sc3c(c2C(=O)O)CC(C)(C)OC3)cc1
 : 20, 0.1, 0.7, 5
CN(C)c1ccc(/C=N/NS(=O)(=O)c2ccccc2)cc1
 : 6, -0.1, 1.6, 14
COc1ccc(NC(=O)c2cc(S(=O)(=O)N3CCOCC3)ccc2F)cc1
 : -2, 0.1, -0.5, 7
O=C(C1CC1)N(CCN(C(=O)C1CC1)c1ccccc1)c1ccccc1
 : 3, 0.2, 0.5, 6
O=C(CCc1nc(-c2cccc(C(F)(F)F)c2)no1)NC(C(=O)O)c1ccccc1 (stereo not given)
 : 5, 0.2, 2.3, 23
CCCCCCNC(=O)c1cc(Sc2ccc(Cl)cc2)nc2ccccc12
 : 3, -0.1, 1.3, 2
Cc1c(NC(=O)c2ccc(NS(C)(=O)=O)cc2)c(=O)n(-c2ccccc2)n1C
 : 5, 0.1, 0.2, 3
OC1CCC(Nc2cc(NCc3ccccc3)ncn2)CC1 (stereo not given)
 : -5, 0.0, -0.6, 5
O=C(Nc1cccc(O)c1)c1nn2c(C(F)(F)F)cc(-c3ccc(Br)cc3)nc2c1Cl
 : -19, 0.3, 0.3, -7
O=C(c1cc(-c2ccc(Cl)cc2)nc2ccc(Br)cc12)N1CCN(c2ccc(F)cc2)CC1
 : 3, 0.0, 1.2, 12
CN1CCN(NC(=O)c2cccc(COc3ccccc3Cl)c2)CC1
 : -57, 0.0, 0.3, 15
Cc1ccc(-n2c(SCc3ccccc3F)nc3ccsc3c2=O)cc1C
 : -2, 0.1, 2.2, 10
CCOc1ccc(I)cc1CNCc1ccccc1
 : -2, 0.0, -1.1, -7
O=C(O)/C=C/c1cccc(N2C(=O)C3C4C=CC(C4)C3C2=O)c1 (stereo not given)
 : 3, 0.3, 1.5, 8
O=C(COc1ccc2c(c1)OCO2)Nc1ccc(F)cc1F
 : -24, 0.1, -0.3, 5
O=C(O)c1cc(S(=O)(=O)N2CCN(c3ccccn3)CC2)c(Cl)cc1Cl
 : -7, 0.1, -1.0, 3
Cc1cc(F)ccc1C(=O)Nc1cccc(F)c1
 : -38, 0.3, -1.0, -14
O=C(c1ccccc1[N+](=O)[O-])N(c1ccccc1)c1ccc2ccccc2c1
 : -7, -0.4, 1.6, 4
N#Cc1c(N)[nH]c(=S)c(C#N)c1-c1cccc(F)c1
 : -6, -0.1, -0.6, 3
CC(=O)CC1(O)C(=O)N(CN2CCCCC2)c2ccccc21 (stereo not given)
 : 2, 0.2, -0.2, 12
COc1cccc(COc2c(CO)cc(Br)cc2CO)c1
 : -18, -0.1, -0.1, 3
COC(=O)c1ccc(COC(=O)c2cc(C)nc3ccccc23)cc1
 : -15, 0.7, 0.4, 17
CC(C)(C)NC(=O)CSc1nnc(NC(=O)c2ccc(F)cc2)s1
 : -19, 0.2, 3.0, 47
O=C(c1ccc(F)cc1)N1CCN(c2cc(N3CCOCC3)c(F)cc2[N+](=O)[O-])CC1
 : 9, 0.1, -0.6, 17
CCC(C(=O)NC(C)c1ccccc1)n1nc(C)n2c(cc3sccc32)c1=O (stereo not given)
 : 0, 0.1, -0.5, 6
O=[N+]([O-])c1ccc(N/N=C/c2ccc3c(c2)OCCO3)c([N+](=O)[O-])c1
 : 3, 0.1, -0.3, 16
Cc1cccc(CN2CCC3(CC2)CC3C(=O)N2CCN(C/C=C/c3ccccc3)CC2)n1 (stereo not given)
 : 1, 0.0, -0.3, -8
CCOc1ccc(/C=C2/C(=O)NC(=O)N(c3ccccc3F)C2=O)cc1OCC
 : 13, -0.1, 0.6, 10
